Compound activity deposited in PubChem by several laboratories.
VIM-2 inhibitor – inhibitors of Pseudomonas aeruginosa VIM-2 metallo-beta-lactamase; AID 1527; 290,000 tested, 0.89% active; purified VIM-2, nitrocefin hydrolysis, epi-absorbance fluorescence; inhibition, % at 5.6 µM;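 active = inhibition above the mean of all tested compounds plus 3 SD, cutoff set per screening run, cut at about 7.5% in these data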;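 note: red hydrolysis product quenches plate fluorescence so inhibitors raise well fluorescence; 0% = enzyme with DMSO and 100% = DMSO without enzyme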
IDE act – IDE (human) activation, cell-based; P14735; HEK cells, FAbeta-B cleavage, fluorescence polarization; 0% vehicle, 100% cell-free pure enzyme wells; activation, % at 5.96 µM; 340,000 tested, 0.073% active; AID 493087;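 active = activation above the mean of all tested compounds plus 3 SD, set per screening campaign, cut at about 17% in these data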
IMP-1 inhibitor – blocks Pseudomonas aeruginosa IMP-1 metallo-beta-lactamase; purified IMP-1, nitrocefin hydrolysis, epi-absorbance fluorescence; inhibition, % at 5.6 µM; 290,000 tested, 0.45% active; AID 1556;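 active = inhibition above the mean plus 3 SD of all compounds in the same screening run, cut at about 4.5% in these data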;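 note: 0% = IMP-1 with DMSO and 100% = DMSO wells lacking enzyme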
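assay system = purified recombinant IMP-1 metallo-beta-lactamase enzyme | schedule = 15 min preincubation plus 25 min reaction at 25 °C | signal = Epi-absorbance fluorescence, 480 nm excitation, 530 nm emission | read-out basis = percent inhibition from optical density relative to buffer-blank wells | controls = IMP-1 with DMSO as 0%, enzyme-free DMSO as 100%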
SUMO HTRF inh – blocks human SUMOylation mediated by UBC9. P63279. HTRF SUMOylation assay, SAE1/SAE2 + UBC9, in vitro. inhibition, % at 35 µM. 290,000 tested, 0.36% active; in the data active = inhibition above about 50%, passing the limit was not always enough; note: strong numbers were not always called active
Target sequence (P63279 whole entry, looked up): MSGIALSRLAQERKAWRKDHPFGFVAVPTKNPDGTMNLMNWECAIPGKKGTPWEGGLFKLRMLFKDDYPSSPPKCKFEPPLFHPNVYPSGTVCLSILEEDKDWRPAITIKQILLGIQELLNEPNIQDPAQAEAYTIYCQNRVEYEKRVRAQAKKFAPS
IDE cell inh – inhibits human insulin-degrading enzyme in HEK cells; FAbetaB cleavage, fluorescence polarization; inhibition, % at 5.59 µM; 320,000 tested, 0.41% active;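 active = percent inhibition above the average of all tested compounds plus 3 SD, set per screening campaign, cut at about 16% in these data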;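 note: IDE supplied by intact live HEK cells; FP after avidin binding of uncleaved biotin substrate so inhibition keeps polarization high; 0% = DMSO wells and 100% = 60 µM reference IDE inhibitor Ii1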
p-CIP stab down – lowers stability of the mouse p/CIP coactivator protein. F442A p/CIP-EGFP cells, EGFP fluorescence, 16 h. decrease of EGFP signal, % at 10 µM. 290,000 tested, 0.01% active. AID 1984;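 active = EGFP signal decrease of at least 30% at 10 µM or well 3 SD below plate mean, unless failing retest; inactive = the rest, including hits failing retest or dose response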; note: some compounds called inactive have numbers as strong as hits; many of its hits are not listed in these tables
DNA FID counter – displaces DNA intercalator in HCV helicase counter-screen; DNA fluorescent intercalator displacement, fluorescence; inhibition, % at 7.9 µM; 290,000 tested, 0.17% active; in the data active = inhibition above about 37%;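 note: 0% = vehicle and 100% = reference compound; higher means more ethidium bromide displaced from hairpin DNA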
HCV NS3 hel inh – HCV NS3 helicase inhibition | NS3 helicase DNA unwinding, Cy5 molecular beacon fluorescence | 290,000 tested, 0.56% active | inhibition, % at 10.9 µM | AID 1800;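 active = inhibition above the mean of all tested compounds plus 3 SD, set per campaign, cut at about 35% in these data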;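 note: 0% = DMSO wells and 100% = thioflavine S control wells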
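System: Hepatitis C virus NS3 helicase domain fragment enzyme | Reagent: Annealed dual-labelled DNA beacon duplex, ATP-started | Compound dosing: 10.9 µM single point, 0.8% DMSO | Incubation: 1 h reaction at 25 °C, ATP-initiated | Technique: Cy5 fluorescence | Evaluation: Percent inhibition from t60/t0 fluorescence ratio | Benchmarks: Low DMSO, high thioflavine S at 110 µM | Replication: Singlicate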
M18AAP inhibitor – PfM18AAP enzyme inhibition; recombinant PfM18AAP, H-Glu-NHMec fluorogenic cleavage; inhibition, % at 7.35 µM; 290,000 tested, 1.2% active; AID 1822;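 active = inhibition above the campaign mean inhibition over all tested compounds plus 3 SD, cut at about 28% in these data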;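 note: 0% = plate median of test compound wells and 100% = 2 mM ZnCl2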
An asterisk follows results filed as active; nt = not tested or not shown.

SMILES	VIM-2 inhibitor	IDE act	IMP-1 inhibitor	SUMO HTRF inh	IDE cell inh	p-CIP stab down	DNA FID counter	HCV NS3 hel inh	M18AAP inhibitor
CCn1c(SC2CCOC2=O)nnc1-c1ccc(Cl)cc1 (configuration not stated)	-1.0	1	-2.4	-1	6	-4	-3	1	3
COc1cc(/C=C2/C(=N)N3N=C(CC(=O)N4CCOCC4)SC3=NC2=O)ccc1OCc1ccc(F)cc1	-3.1	3	0.4	1	-1	-11	-35	4	-4
COc1ccc(-c2ccc3c(n2)sc2c(=O)[nH]c(=O)[nH]c23)cc1OC	-0.1	nt	-2.3	-11	nt	2	3	-2	18
O=C(NCCc1ccccc1)c1cc(-c2ccc3c(c2)OCO3)on1	-3.7	-1	-3.9	20	-1	-3	-2	1	-2
CCOC(=O)CNCCC(=O)c1ccc(Br)cc1	0.3	5	-1.9	-25	1	6	2	-2	-3
Cc1ccc(NC(=O)COc2ccc(C(=O)NCCc3ccccc3)cc2)cc1	1.3	nt	-1.8	nt	4	nt	-7	15	-2
O=C(COc1ccccc1)Nc1ccc2[nH]ncc2c1	-2.3	0	-2.6	12	0	-7	1	1	-1
O=C(c1ccc(S(=O)(=O)N2CCCC2)cc1)N1CCN(c2cccc(Cl)c2)CC1	-0.5	-4	-3.0	3	3	3	-37	-7	4
CC1CCN(C(=S)c2cccc(O)c2)CC1	-1.0	-1	-2.2	14	3	-19	-4	-13	25
O=C(O)CC1NC(=S)N(c2ccccc2)C1=O (configuration not stated)	-2.4	8	-2.7	-1	-2	-1	-3	1	6
CCOC(=O)c1cnc2ccc(OCC)cc2c1N1CCN(C)CC1	-0.4	3	-0.8	-6	-4	1	-1	0	0
Cc1ccc(CSc2nnc(SCC(=O)N/N=C/C=C/c3ccco3)s2)cc1	-2.3	0	-2.1	27	1	-4	-11	18	5
NNC(=O)c1nnn(-c2nonc2N)c1CN1CCCC1	-3.2	-2	-4.0	2	3	-7	-5	2	-3
Cc1onc(C(=O)Nc2ccccc2C(F)(F)F)c1[N+](=O)[O-]	1.6	5	2.0	-4	1	-3	4	2	-1
O=c1[nH]c(N2CCCCC2)nc2c1CCCC2	2.1	0	-0.6	-12	1	12	1	-4	-3

Continued (two carried over from the part before).
SMILES	VIM-2 inhibitor	IDE act	IMP-1 inhibitor	SUMO HTRF inh	IDE cell inh	p-CIP stab down	DNA FID counter	HCV NS3 hel inh	M18AAP inhibitor
Cc1onc(C(=O)Nc2ccccc2C(F)(F)F)c1[N+](=O)[O-]	1.6	5	2.0	-4	1	-3	4	2	-1
O=c1[nH]c(N2CCCCC2)nc2c1CCCC2	2.1	0	-0.6	-12	1	12	1	-4	-3
COc1ccccc1N1C(=O)c2cccc3c(Cl)ccc(c23)C1=O	1.8	1	-2.5	2	-6	-2	-10	-9	-7
CCOC(=O)c1sc2nccc(OC)c2c1N=CNOC	-0.8	4	-5.0	10	2	-6	2	-8	5
CCCc1cc(=O)oc2c3c(c4c(c12)OC(C)(C)C=C4)OC(C)C(C)C3O (configuration not stated)	-1.5	-8	-2.3	-4	5	5	-7	-1	4
O=C(OC1CCCCC1)c1ccc(NC(=O)c2ccco2)cc1	-1.3	4	-0.7	-16	4	-8	-16	-15	-4
Cn1cc(Cl)c(C(=O)Nc2nc3ccc([N+](=O)[O-])cc3s2)n1	-2.4	6	-4.8	2	1	4	6	-5	30*
Cn1ncc(Cl)c1C(=O)Nc1ccc(CN2CCCCC2)cc1	-0.2	-1	0.8	23	0	3	2	12	-11
Cc1cc(C)n2c(=O)c3ccc(Cl)cc3nc2c1C#N	4.5	0	-1.5	22	4	-5	-1	-8	-6
CSCCNC(=O)c1ccc2nc(C3CCCCC3)oc2c1	-2.7	-2	0.3	-1	-3	-3	-29	14	-3
CN(C(=O)c1ccno1)c1nnc(-c2cnccn2)s1	-0.1	6	-8.0	-4	-3	-1	-1	14	-5
Cc1ccc2c(CN3CCN(S(=O)(=O)c4ccc5c(c4)OCCO5)CC3)cc(=O)oc2c1C	-3.6	-13	-4.4	17	13	-3	-9	14	-2
CCSc1nnc(NC(=O)CSc2nnc(CNC(=O)c3cc(OC)c(OC)c(OC)c3)o2)s1	-1.2	-5	-4.4	-6	-2	4	-45	4	23
O=C1CSC(c2cccc([N+](=O)[O-])c2)N1c1ccccc1F (configuration not stated)	-3.8	-7	-3.2	12	1	4	0	7	1
O=C(CCCc1ccccc1)NCc1cccnc1	0.0	-1	-0.9	3	-4	-5	-9	1	-4
COc1ccc(NC(=O)c2ccc3nc(-c4ccccc4)c(-c4ccccc4)nc3c2)c(OC)c1	-0.2	4	0.4	-6	3	-7	5	-6	13
O=C1CNC(=S)N1Cc1ccccc1Cl	-3.0	-8	-1.9	13	11	3	0	-6	0
CC(C)(C)C(=O)NC(=S)Nc1ccccc1N1CCCC1	3.9	0	2.2	17	-2	-14	-11	-13	18
NC(=O)c1cc(S(=O)(=O)NCc2ccc(Br)cc2)cs1	-3.4	6	-2.5	-3	1	2	0	9	0
COc1ccc(C(c2nnnn2CC2CCCO2)N2CCN(c3ccccc3)CC2)cc1 (configuration not stated)	0.2	0	-4.6	19	-3	-7	-19	-5	0
O=[N+]([O-])c1cc(S(=O)(=O)N2CCCC2)ccc1N/N=C/c1cccs1	-0.5	6	-2.6	9	-3	-5	5	-3	0
Cc1cc(=O)oc(C)c1C(=O)Nc1ccc2nsnc2c1	-2.7	-5	-3.0	21	5	1	-2	-5	15
CN(C)CCNc1nc(-c2ccccc2)nnc1C(F)(F)F	-0.2	6	0.0	-11	-1	-5	0	2	7
Cc1cc(C(=O)Nc2sc3c(c2C#N)CCCC3)no1	-1.4	2	-1.5	-7	2	0	-7	-1	5
O=C(NN1C(=O)C2C3c4ccccc4C(c4ccccc43)[C@@H]2C1=O)c1ccccc1 (some centres not stated)	-0.4	2	-0.8	-10	-4	4	-1	-5	-5
COc1ccc(CC(=O)NC2CC2)cc1OC	-1.9	-1	-3.0	0	3	6	-6	-4	-7
Cc1cc2ccccn2c1C(=O)Nc1ccccc1	-1.9	-4	-2.5	11	-3	-1	-1	10	-3
CC(C)(C)NC(=O)C(c1ccco1)N(C(=O)Cn1nnc(-c2ccc(F)cc2)n1)c1cccc(F)c1 (configuration not stated)	-2.8	-6	-3.7	3	1	4	-6	3	6
C=CCN1C=CC(=O)CC1	nt	1	nt	16	8	-15	nt	nt	nt
C#CCOCCOCCOCCNc1nc(N2CCN(C(=O)[C@H](CCC(=O)O)n3cc(C(N)[C@H](C)CC)nn3)CC2)nc(N2CCN(C(=O)[C@H](Cc3cc4ccccc4[nH]3)n3cc(C(N)[C@H](C)CC)nn3)CC2)n1 (some centres not stated)	-3.6	nt	-1.8	12	6	-6	12	-60	3
O=C(Cc1coc2ccc3ccccc3c12)N1CCN(c2ncccn2)CC1	-3.8	-3	-3.2	22	-2	-4	-26	2	3
Cc1ccc2cc3c(N)c4c(C)ccc(C)c4nc3nc2c1	2.8	0	-1.7	1	nt	-5	4	18	-4
COCc1cc(C)n(CC(=O)Nc2ccccc2OC)c(=O)c1C#N	-0.3	1	-1.2	5	4	-7	-1	-1	4
CCN(CC)C(=O)COc1ccc(-c2ccccc2)cc1	0.8	3	-0.1	8	6	-2	-19	-9	-15
C=CSc1sc(Cl)c(N(CC)CC)c1[N+](=O)[O-]	4.2	nt	-1.9	7	5	-19	-9	7	19
CC(C)c1ccc(NC(=S)N(C)CCc2ccccn2)cc1	-3.6	2	-3.8	-23	9	-11	-5	6	-13
O=C(O)CCN1C(=O)C2C3CC(C2C1=O)C1C(c2ccccc2)c2sc(=O)n(-c4ccccc4)c2SC31 (configuration not stated)	-5.5	-2	-1.6	-21	6	-3	-51	21	12
CCOC(=O)N1CCN(c2ccnc3cc(Cl)ccc23)CC1	-2.0	-19	-2.8	15	37*	-8	-10	1	13
COc1ccc(OCC(=O)OC2CCCN(C)C2)cc1 (configuration not stated)	-2.9	12	-2.5	-3	9	-6	4	-1	4
FC(F)(F)c1nnc(Nc2ccc(Cl)cc2)s1	-0.7	nt	-1.8	3	7	-6	-2	0	-17
Cc1ccc(-c2ccccc2)n1-c1ccc(C(=O)O)cc1	-1.1	5	-1.5	3	4	-5	-24	33	-34
CCc1nc2ccccc2n1Cc1cc(=O)n2cc(C)ccc2n1	0.3	2	-4.3	5	-5	-10	-7	4	-1
Cc1nnc(NC(=O)c2ccc(S(=O)(=O)N3CCCCC3C)cc2)o1 (configuration not stated)	-2.8	8	-0.5	10	0	0	-42	12	0
Cc1ccc(S(=O)(=O)N(CC(=O)NCC2CCCO2)Cc2cccc(C)c2)cc1 (configuration not stated)	-2.2	5	-0.6	0	-2	1	-43	5	-11
O=C(Oc1nsnc1N1CCOCC1)c1ccccc1	-1.8	2	-5.5	-4	8	-5	2	6	11
O=C(Cn1ccc2ccccc2c1=O)NCC(=O)N1CCN(c2ccc(F)cc2)CC1	-1.8	-2	-0.6	-7	10	2	-23	-5	-1
CC1(C)Cc2cccc(OCC(=O)Nc3ccccc3C(F)(F)F)c2O1	-1.4	3	-2.4	-6	-5	-1	-33	2	-1
COc1cc(/C=C2\SC(N)=NC2=O)ccc1OCC(=O)Nc1ccc(C)cc1	-1.2	-5	-3.5	48	7	6	-10	-1	5
Nc1ccnn1-c1ccccc1	-1.9	3	-2.8	6	-4	-5	-3	10	1
CC(=O)c1ccc(OCc2cc(C(=O)N3CC4C[C@@H]5CC3C[C@H](C4)C5)no2)cc1	-2.2	1	-1.5	1	1	-14	-46	1	-2
Cc1nc2nc(COc3ccccc3)[nH]n2c(=O)c1Cl	-3.1	-2	-2.9	34	-1	-13	-2	1	-1
CC(=O)c1ccc(OCC(=O)c2cc(C)n(-c3ccc4c(c3)OCO4)c2C)cc1	-1.5	-1	-1.9	-3	-3	9	-2	-12	-3
Cc1nc2ccccc2c2c(N)c3ccccc3n12	-1.8	2	-2.1	16	-2	-1	-2	3	2
O=C(NCCN1CCOCC1)c1ccccc1Oc1ccccc1	-3.3	-1	-3.0	-9	-5	12	-6	-9	0
CN(C)S(=O)(=O)N1CCN(c2ccc([N+](=O)[O-])c(N3CCOCC3)c2)CC1	-2.7	5	-0.8	-3	-1	-2	-9	-5	1
CCCCC(CC)CNC(=O)Cn1c(=O)[nH]c2ccsc2c1=O (configuration not stated)	-1.8	6	-2.3	9	0	1	-4	-2	1
C/C(=N/NC(=O)C1CCN(S(=O)(=O)c2ccc(C)cc2)CC1)c1cccc([N+](=O)[O-])c1	-0.7	1	-5.6	-2	5	-4	-4	3	1
CCn1c(CCCNC(=O)c2ccc(F)cc2)nc2ccccc21	-2.6	1	-5.5	-6	7	3	-8	-3	-9
O=C(NN=C1C2CC3CC(C2)CC1C3)c1cc(Cl)ccc1O	-1.9	4	-2.2	-5	4	-4	1	-3	12
